High-throughput results (PubChem BioAssay)
MCF10A rerep: induces DNA re-replication in MCF 10a normal breast cells; MCF 10A DNA re-replication, Hoechst nuclear intensity, 48 h; Potency, µM (top dose mostly 46.1 µM), for inactives: at the highest dose activity, positive = re-replication, most hits filed as activators; actives 2.9% (n = 350,000); AID 624296; also: potency is read from the fitted curve at half-maximal effect; % of control where 0% means no effect; nearly all actives have a fitted effect of over 50% in size
Nrf2 block: Nrf2 pathway inhibition; A549 ARE-Fluc reporter, luciferase luminescence, 18-24 h; Potency, µM (series often up to 46 µM), for inactives: at the top dose activity change, negative = inhibition, usual class: inhibitors; actives 2.1% (n = 360,000); also: potency is read from the fitted curve at half-maximal effect; % is scaled to controls: 0 for no effect and ±100 for the full control effect; nearly all actives have a fitted effect of over 60% in size
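Concentration-response testing used A549 ARE_Fluc cells at 5000 cells/well. Following an 18-24 h compound incubation, viability was read by fluorescence (Ex 405/Em 525) and luciferase output by luminescence.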
IL-1B inflam inh: blocks inflammasome-driven IL-1 beta release. THP-1 LPS/ATP IL-1B secretion, AlphaLISA, 16 h; hits give low values. AID 743279. actives 4.7% (n = 360,000). activity change, % at 57.5 µM; in the data active = activity change below about -50%; inconclusive = mostly about -30% to -49%; also: % is scaled to controls: 0 for no effect and ±100 for the full control effect
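THP-1 cells pretreated 1 hr with compounds (up to 57.5 uM final), then stimulated with LPS (250 ng/mL final) plus ATP (1.25 mM final); secreted IL-1B measured by AlphaLISA after 16 hr, decreased signal indicating inhibition.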
HepG2 tox: HepG2 cytotoxicity, counter-screen for TGF-b inhibitors; HepG2 CAGA-GFP viability, ATP luminescence, 18 h; Potency, µM (highest dose often 46.1 µM), for inactives: at the top dose activity change, negative = cytotoxicity, hits mostly cytotoxic; actives 0.76% (n = 410,000); also: potency is read from the fitted curve at half-maximal effect; some results filed as inactive show a strong effect at the top dose
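CellTiter-Glo luminescence gave cytotoxicity after 18 hours at 37 degrees C. The cells were HepG2 CAGA-GFP in 1% FBS DMEM, stimulated with 500 pg/mL TGF-beta after compound addition. %Activity was normalised to no-cell wells (complete cell-killing) and DMSO (no toxicity), and curves were fitted and classified.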
ATXN viability: reduces viability in counter-screen for ATXN expression inhibitors; S2 cells (HEK-293 line with an ATXN2-luciferase reporter) viability, CellTiter-Fluor protease fluorescence, 24 h; Potency, µM (series often up to 56.7 µM), usual class: cytotoxic; actives 0.49% (n = 400,000); AID 651635; also: potency is read from the fitted curve at half-maximal effect; nearly all actives have a fitted effect of over 40% in size
A549 tox: counter-screen for Nrf2 inhibitors: cytotoxicity in A549 cells. Potency, µM (top dose mostly 46 µM), for the others: at the highest dose activity change, negative = cytotoxicity, usual class: inhibitors. A549 ARE-Fluc cells, CellTiter-Fluor viability, 18-24 h. actives 0.16% (n = 390,000); also: potency is read from the fitted curve at half-maximal effect; % is scaled to controls: 0 for no effect and ±100 for the full control effect
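Cytotoxicity counterscreen: CellTiter-Fluor fluorescence was measured in A549 ARE_Fluc cells after 18-24 h of compound exposure in a concentration series. The subsequent BugLite luminescent read reports ARE-luciferase activity.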
ATXN2 expr inh: inhibitors of ATXN2 expression | HEK-293 ATXN2-luciferase reporter, luminescence, 24 h | Potency, µM (series often up to 57 µM), without a hit: at the highest dose activity change, negative = inhibition, most hits filed as inhibitors | actives 0.72% (n = 360,000); also: potency is read from the fitted curve at half-maximal effect; % is scaled to controls: 0 for no effect and ±100 for the full control effect; nearly all actives have a fitted effect of over 55% in size
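qHTS (up to 57 uM final) was run with 24 h compound exposure of reporter cells at 37 °C. Each well was multiplexed: SteadyGlo luminescence measured ATXN2-luciferase expression after a fluorogenic Gly-Phe-AFC viability readout (25 uM final).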
Nrf2 ARE act: activates Nrf2 signaling | AREc32 ARE-luciferase reporter (MCF7-derived line), luminescence, 24 h | Potency, µM (top dose mostly 46.1 µM), for inactives: top-dose activation, hits mostly activators | actives 0.31% (n = 410,000); also: potency is read from the fitted curve at half-maximal effect; % of control where 0% means no effect; nearly all actives have a fitted effect of over 65% in size
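Cells of the AREc32 ARE-luciferase line are plated in OPTI-MEM containing 5% FBS and left overnight at 37 deg C. Compounds are pinned in, incubation continues 24 hr, and firefly luciferase signal is then measured.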
TGFb inhibitor: blocks TGF-b signaling | actives 1.2% (n = 410,000) | HepG2 CAGA-GFP TGF-b/SMAD3 reporter, GFP fluorescence, 18 h; TGF-beta stimulated, 500 pg/mL final | Potency, µM (series often up to 46.1 µM), for inactives: at the highest dose activity, negative = inhibition, actives largely listed as inhibitors; also: potency is read from the fitted curve at half-maximal effect; % is scaled to controls: 0 for no effect and ±100 for the full control effect; nearly all actives have a fitted effect of over 65% in size
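Read-out: total well GFP (ex488/em500-530) summed from mean per-cell fluorescence. Cells: HEPG2 CAGA-GFP, 1% FBS DMEM, 18 h at 37 degrees C with 500 pg/mL final TGF-beta. Unstimulated wells served as the full-inhibition control; stimulated DMSO wells = 0%.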
* hit, by the source's call; i = inactive; u = inconclusive; x = no result given; & = joins results of further samples; [ ] = remark or other dose. Unless noted, calls follow the shape of the dose curve; as a rule, active = well fitted curve in the direction sought with a large enough effect; inconclusive = small, poorly fitted or top-dose-only effect, or another doubt; inactive = no such curve, though single readings can be large; an effect the other way counts as inactive or inconclusive.

Values run as follows: HepG2 tox, ATXN viability, IL-1B inflam inh, TGFb inhibitor, MCF10A rerep, Nrf2 ARE act, ATXN2 expr inh, A549 tox, Nrf2 block
CN(CC(O)COc1ccc(S(=O)(=O)N2CCOCC2)cc1Cl)C1CCCCC1 (stereo not given)
  -11%, i, u, -7%, 0%, -0.3%, -6%, 1%, -1%
COc1ccc(NC(=O)C2(C)CCN2Cc2cccc(OC)c2OC)cc1OC (stereo not given)
  -3%, i, 0, -1%, x, 3.5%, -20%, x, x
CC(CCc1ccccc1)NC(=O)C(=O)N1CCOCC1 (stereo not given)
  2%, i, 5, 3%, 2%, -0.8%, -28%[11.3 µM], 3%, -11%
Cc1cc(N2CCN(C)CC2)nc2ccc(NC(=S)NCCCN3CCc4ccccc4C3)cc12
  -23%, 18µM*, -92*, -6%, u, 0.4%, 32µM*, -4%, -1%
COc1cccc(C(=O)Nc2cc(-c3cn4cccnc4n3)ccc2C)c1
  -26%, i, 17, 1%, -6%, -0.4%, 1%, 2%, 6%
C=CCNc1nc(N2CCOCC2)nc(N2CCOCC2)n1
  -4%, i, 30, -23%, -1%, 0.6%, 1%, 0%, -7%
O=S(=O)(/N=C(/Nc1cccc2ccccc12)c1ccccc1)c1cccs1
  1%, i, 4, 0%, 4%, 4.2%, 8%, -2%, 8%
O=C(Cc1ccc(Br)cc1)Nc1ccccc1Cl
  3%, i, 1, -17%, -2%, 0.4%, -7%, 6%, -5%
O=C1C(=O)N(CC(=O)N2CCCC2)c2ccccc21
  4%, i, 12, -4%, 4%, -0.1%, -27%, 1%, 2%
Cn1nccc1-c1coc2c(C(=O)N3CCOCC3)cccc12
  -9%, i, 0, 22%, x, 0.0%, 6%, x, x
COc1ccc(SCCN2CCN(CCc3ccccc3)CCC2=O)cc1
  -2%, x, x, u, x, x, x, -17%, 19%
Cc1ccc(C(=O)Nc2ccc(N3CCCCC3)cc2)cc1
  -19%, i, x, -7%, -2%, -0.3%, 10%, -3%, u
Cc1nc2ccc(NS(=O)(=O)c3ccc(F)c(F)c3)cc2s1
  -10%, i, 33, -9%, u, 2.1%, -19%, 3%, 16µM*
Cc1cc(Nc2ccccc2)nc(-c2ccccc2O)n1
  -2%, u, -17, u, u, 10%, 17%, -5%, x
COc1cc(S(=O)(=O)NCCN2CCOCC2)c(OC)cc1Cl
  -28%, i, 17, -15%, 3%, -1.0%, 0%, 15%, 20%
Cc1ccc(/C=C2\C(=O)ON=C2c2ccccc2)o1
  8%, i, 0, -2%, -4%, 0.0%, -7%, 3%, -4%
CCOC(=O)N1CCN(C(=O)c2ccc(S(=O)(=O)c3ccc(C)cc3)c(NC(C)=O)c2)CC1
  -2%, i, -8, -13%, 2%, 2.2%, 4%, -3%, u
c1ccc(-c2csc3ncnc(N4CCN(Cc5ccc6c(c5)OCO6)CC4)c23)cc1
  -5%, u, 10, -15%, 8%, 0.1%, x, -1%, 3%
CCOC(=O)c1sc2nc(N3CCCC3)c3c(c2c1N)CC(C)(C)OC3
  -18%, i, -2, -1%, 11%, 0.1%, -7%, -3%, -19%
Cc1ccc(C)c(NC(=O)CN(C)C(=O)c2ccc(COc3ccccc3)cc2)c1
  -23%, i, -20, -5%, x, 3.3%, x, x, x

Reformatted: 2 of the compounds above.
mol,HepG2 tox,ATXN viability,IL-1B inflam inh,TGFb inhibitor,MCF10A rerep,Nrf2 ARE act,ATXN2 expr inh,A549 tox,Nrf2 block
Cc1cc(N2CCN(C)CC2)nc2ccc(NC(=S)NCCCN3CCc4ccccc4C3)cc12,-23%,18µM*,-92*,-6%,u,0.4%,32µM*,-4%,-1%
O=S(=O)(/N=C(/Nc1cccc2ccccc12)c1ccccc1)c1cccs1,1%,i,4,0%,4%,4.2%,8%,-2%,8%

The list goes on.
Values run as follows: HepG2 tox, ATXN viability, IL-1B inflam inh, TGFb inhibitor, MCF10A rerep, Nrf2 ARE act, ATXN2 expr inh, A549 tox, Nrf2 block
Cc1cccc(N=C2CSC(=O)N2)c1
  5%, i, 19, -18%, -1%, -0.3%, -15%, -3%, 5%
COCCN(Cc1cn[nH]c1-c1ccc2cc(OC)ccc2c1)C(C)C
  1%, i, -9, u, -4%, 4.4%, -11%, 5%, 25%
O=C(Nc1nc2c(cc3c4c(cccc42)CC3)s1)c1ccccc1Cl
  7%, i, u, 3%, 1%, 7.8%, 26%, 2%, u
CCOC(=O)C1CCN(C2=C(NS(=O)(=O)c3ccc(Br)cc3)C(=O)c3ccccc3C2=O)CC1
  -101%, 18µM*, 12, 18µM*, u, -0.6%, x, 8%, 3%
N[C@@H](C(=O)O)c1ccc(O)c(C(=O)O)c1
  -8%, x, x, -16%, x, x, x, 3%, 14%
COc1cc(CCC(=O)O)on1
  0%, i, 7, 13%, -2%, -0.5%, x, -6%, -12%
CC(C)C1C(=O)N(Cc2cn(CCC3OCCCO3)nn2)CCS(=O)(=O)N1Cc1ccc(-c2ccc(F)nc2)cc1 (stereo not given)
  -3%, i, 2, 3%, x, 3.5%, 3%, x, x
CC1CCCC(NC(=O)CSc2ncccn2)C1C (stereo not given)
  1%, i, 5, 0%, 5%, -0.7%, -14%, 3%, 0%
CCc1nnc(NC(=O)c2ccc(S(=O)(=O)N3CCN(Cc4ccccc4)CC3)cc2)s1
  4%, i, 2, 0%, 4%, -0.7%, 1%, 1%, -25%
COc1ccc(/C(O)=C2/C(=O)C(=O)N(CC3CCCO3)C2c2cccc(OC)c2)cc1 (stereo not given)
  4%, u, 21, -5%, -6%, 0.1%, -6%, -4%, -17%
O=C(Oc1cccc(Nc2ncnc3ccccc23)c1)c1ccccc1Cl
  -36%, i, 6, -18%, u, -0.2%, -9%, u, u
CCNC(=O)C1(C)CCCN(C(=O)c2cc(-c3ccccc3)cs2)C1 (stereo not given)
  -19%, i, 13, -8%, x, 0.1%, 7%, x, x
CC(=O)N1CCN(c2ccc(NC(=O)c3ccc(C)cc3)cc2)CC1
  4%, u, 16, -6%, 3%, 0.0%, -1%, -13%, -12%
CN(C)CC1CCCCC1OC(=O)c1ccc(Br)cc1 (stereo not given)
  -16%, i, -11, -4%, -2%, -0.5%, -19%, 0%, 17%
Cc1cn([C@H]2C[C@H](O)[C@@H](CNCc3cccc(OC4CCCC4)c3)O2)c(=O)[nH]c1=O
  -22%, i, 10, u, x, -0.4%, 3%, x, x
Cc1ccc(OCCNC(=O)c2cccc(S(=O)(=O)N3CCN(C)CC3)c2)cc1
  -9%, i, -7, -3%, 1%, -0.9%, x, 0%, -28%
O=C(Cn1ccc2cc(S(=O)(=O)N3CCCC3)ccc21)NCCc1ccccc1
  4%, i, 31, 0%, 2%, 0.1%, -4%, 1%, -11%
O=C(c1cc(Cl)nc2ccccc12)N(Cc1nnc(-c2ccc(Cl)cc2)o1)C1CC1
  -10%, u, -4, u, 14%, 3.8%, -12%, -4%, -1%
O=C(COC(=O)c1ccc2c(c1)OCO2)Nc1ncc(Cl)cc1Cl
  2%, i, -9, 10%, 2%, -0.4%, 6%, -4%, -7%
COc1cccc(Nc2nc(N)nc(C(F)(F)F)n2)c1
  -2%, i, -9, 27%, u, 6.8%, 32%[activator], 4%, 21%
COc1cccc(/C=C/c2nc(C#N)c(N3CCCCCC3)o2)c1
  -14%, x, x, -3%, x, 7.4%, 3%, u, -6%
CCc1cc2ccc(C)c(C)c2nc1SCC(=O)NNC(=O)c1ccco1
  -16%, i, -3, -3%, 8%, 0.1%, -12%, 0%, 0%
O=[N+]([O-])c1ccc(/C=N\N2CCN(c3ccc(Cl)cc3)CC2)cc1
  -5%, u, -20, 2%, 2%, 0.4%, -7%, 2%, -18%
COc1ccc(-n2nnc3c(SC(C(C)=O)C(=O)N(C)C)ncnc32)cc1 (stereo not given)
  1%, i, 0, -2%, -3%, -0.6%, 0%, -3%, 5%
Cc1nn(CCO)c2ncc(C(=O)c3cc(Cl)ccc3O)cc12
  -6%, i, 35, 2%, -19%, -0.3%, -9%, 1%, 10%
O=C(O)Cc1ccc(-c2ccccc2)cc1
  -14%, i, 2, -4%, -1%, 0.1%, 2%&8%, -6%, -15%
O=S(=O)(c1ccccc1)N(CC(O)CN1CCOCC1)c1ccccc1 (stereo not given)
  -3%, i, 10, -13%, -5%, -0.1%, 3%, 8%, 8%
CCS(=O)(=O)N1N=C(c2cccs2)CC1c1cc2cc(C)ccc2nc1Cl (stereo not given)
  10%, i, -53*, 4%, 2%, 6.6%, x, -2%, u
Cc1cc(N2CCOCC2)nc(NCc2ccccc2)n1
  1%, i, -15, 10µM*, 7.3µM*, 3.5%, -18%, u, -20%
CC(C)(C)c1ccc(C(=O)O)c(C(=O)c2ccc(C(=O)O)cc2)c1
  3%, i, -1, -4%, -6%, -0.2%, 3%, 6%, 1%
CCOC(=O)c1c(NC(=O)Cc2cccs2)sc2c1CCCC2
  -27%, i, -10, -22%, u, 0.1%, 5%, 5%, u
Cc1nc(CNS(=O)(=O)c2cccs2)cs1
  7%, u, -1, -1%, -1%, -0.2%, x, -2%, 6%
Cc1c(C(c2cccc([N+](=O)[O-])c2O)c2c(C)n(C)n(-c3ccccc3)c2=O)c(=O)n(-c2ccccc2)n1C
  2%, i, 28, -24%, -6%, 0.5%, -3%, -16%, 4%
CCN(CCCNC(=O)Cn1ncc2c([nH]c3ccccc32)c1=O)c1cccc(C)c1
  -41%, i, x, 4%, x, 0.5%, 9%, -8%, u
COc1ccc(N(CC(=O)NCc2ccco2)S(C)(=O)=O)cc1
  -4%, i, 8, -4%, -25%, -0.6%, 9%, -5%, 8%
